BLM helicase inh – blocks DNA unwinding by human BLM helicase | recombinant BLM DNA unwinding, fluorescence dequenching | P54132 | 350,000 tested, 0.2% active | Potency, µM (doses to about 56.1 µM), without a hit: at the top dose activity change, negative = inhibition, actives largely listed as inhibitors | AID 2528;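 also: potency is read from the fitted curve at half-maximal effect; plate controls were vehicle for no effect and no enzyme for full effect; nearly all actives have a fitted effect of over 35% in size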
LDHA block – inhibitors of human lactate dehydrogenase A; P00338; purified LDHA, NADH/diaphorase-resazurin fluorescence; active compounds read low; activity change, % (values are at about 110 or 230 µM); 480,000 tested, 0.15% active; in the data active = activity change below about -30%; inconclusive = mostly about -25% to -30%;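 also: plate controls were DMSO wells for no effect and wells without enzyme for full effect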
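LDH5 2 nM; NADH 0.06 mM, pyruvate 0.2 mM; 200 mM Tris pH 7.4, EDTA, Tween-20; 5 min RT. Detection: diaphorase 0.133 mg/mL + resazurin 37 µM, fluorescence ex540/em590 at 0 and 20 min; normalized to enzyme-free and DMSO wells.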
POLI inh – inhibitors of human DNA polymerase iota. Pol iota fluorescent replication assay, 10 min. Potency, µM (doses to about 115 µM), for inactives: at the highest dose activity, negative = inhibition, most hits filed as inhibitors. 390,000 tested, 1% active. AID 588590; also: potency is read from the fitted curve at half-maximal effect
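Pol iota at 10 nM preincubated 15 min with compounds at room temperature; reaction started with fluorescent substrate, 50 nM final. Fluorescence read kinetically at 0 and 10 min; buffer-only wells as negative control.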
Anesthetic bind – binds horse apoferritin like a general anesthetic | apoferritin/1-aminoanthracene competitive binding, fluorescence | P02791 | 350,000 tested, 0.074% active | Potency, µM (highest dose often 77.5 µM), inactives show at the top dose activity change, negative = displacement, usual class: inhibitors; also: potency is read from the fitted curve at half-maximal effect; % is scaled to controls: 0 for no effect and ±100 for the full control effect; nearly all actives have a fitted effect of over 20% in size
Target sequence (P02791 2-175 limits assumed): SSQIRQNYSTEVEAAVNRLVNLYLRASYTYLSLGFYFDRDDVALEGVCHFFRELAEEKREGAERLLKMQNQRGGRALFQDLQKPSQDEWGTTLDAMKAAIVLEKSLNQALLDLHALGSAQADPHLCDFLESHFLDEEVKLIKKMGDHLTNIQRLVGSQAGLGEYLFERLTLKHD
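In PBS, apoferritin at 10 uM is loaded with 1-AMA from a 50% saturated solution. After 10 min of compound exposure at ambient temperature, reduced 535 nm fluorescence indicates probe displacement.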
POLK inh – inhibitors of human DNA polymerase kappa. Q9UBT6. purified Pol kappa, fluorescent DNA synthesis assay, 10 min. Potency, µM (doses to about 107 µM), for the others: top-dose activity, negative = inhibition, most hits filed as inhibitors. 400,000 tested, 0.53% active; also: potency is read from the fitted curve at half-maximal effect; % is scaled to controls: 0 for no effect and ±100 for the full control effect
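Kinetic fluorescence screen: compound preincubated 15 min RT with 10 nM enzyme; 50 nM substrate (final) initiates; reads at 0/10 min.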
POLH inh – blocks human DNA polymerase eta activity; recombinant Pol eta, fluorescent DNA replication assay; Potency, µM (series often up to 114 µM), inactives show at the highest dose activity change, negative = inhibition, actives largely listed as inhibitors; 390,000 tested, 1.2% active; also: potency is read from the fitted curve at half-maximal effect; % is scaled to controls: 0 for no effect and ±100 for the full control effect
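Pol eta (10 nM) was preincubated with compounds for 15 min at room temperature, after which fluorescent replication substrate (50 nM final) was added to start the reaction. Fluorescence was read kinetically at 0 and 10 min.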
Pol beta inh – inhibitors of human DNA polymerase beta; 340,000 tested, 1.3% active; Pol beta primer extension/strand displacement, fluorescence kinetic; AID 485314; Potency, µM (doses to about 114 µM), for inactives: at the top dose activity change, negative = inhibition, most hits filed as inhibitors; P06746; also: potency is read from the fitted curve at half-maximal effect; % is scaled to controls: 0 for no effect and ±100 for the full control effect
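Kinetic readout of DNA synthesis with strand displacement by Pol beta. Compound and 10 nM enzyme sit 15 min at room temperature; 50 nM substrate starts the reaction, read immediately and at 10 min.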
APEX1 inh – blocks human APE1 abasic DNA cleavage | P27695 | recombinant APE1, TAMRA/BHQ-2 abasic DNA cleavage fluorescence | Potency, µM (top dose mostly 65.8 µM), inactives show at the top dose activity change, negative = inhibition, actives largely listed as inhibitors | 350,000 tested, 0.35% active | AID 2517;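 also: potency is read from the fitted curve at half-maximal effect; plate controls were vehicle for no effect and reference inhibitor for full effect; nearly all actives have a fitted effect of over 55% in size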
Target sequence (P27695 whole entry, looked up): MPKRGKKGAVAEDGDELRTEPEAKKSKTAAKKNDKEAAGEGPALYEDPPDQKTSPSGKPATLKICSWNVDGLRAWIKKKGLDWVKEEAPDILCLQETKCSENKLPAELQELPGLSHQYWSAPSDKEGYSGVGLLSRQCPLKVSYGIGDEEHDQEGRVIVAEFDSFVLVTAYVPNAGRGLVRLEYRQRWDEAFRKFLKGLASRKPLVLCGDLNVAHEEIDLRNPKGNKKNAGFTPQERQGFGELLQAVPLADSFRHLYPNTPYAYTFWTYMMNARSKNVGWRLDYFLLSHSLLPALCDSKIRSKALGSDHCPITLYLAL
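Substrate: short duplex with […] THF abasic site, 5'-TAMRA and 3'-BHQ-2, 50 nM final. APE1 at 0.75 nM, preincubated 15 min RT with compound. Fluorescence increase from first to third read measured activity.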
GRP78 ERSR act – induces the endoplasmic reticulum stress response in human glioma cells | Potency, µM, for inactives: at the highest dose activation, hits mostly activators | 420,000 tested, 0.02% active | U87-MG GRP78 promoter luciferase reporter, 16 h; also: potency is read from the fitted curve at half-maximal effect; series mostly up to about 76 µM; % of control where 0% means no effect; nearly all actives have a fitted effect of over 35% in size
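ERSR induction read as luciferase luminescence (Bright-Glo, 10 min at room temperature) in stably transfected human U87-MG glioma cells exposed to compounds for 16 h, using GRP78 as sensor.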
An asterisk follows results filed as active; ? = inconclusive; . = not tested or not shown; & = joins results of further samples; [ ] = another dose, or the depositor's remark. Unless noted, calls follow the shape of the dose curve; as a rule, active = well fitted curve in the direction sought with a large enough effect; inconclusive = small, poorly fitted or top-dose-only effect, or another doubt; inactive = no such curve, though single readings can be large; an effect the other way counts as inactive or inconclusive.

SMILES	BLM helicase inh	LDHA block	POLI inh	Anesthetic bind	POLK inh	POLH inh	Pol beta inh	APEX1 inh	GRP78 ERSR act
NC(=O)c1ccccc1NC(=O)c1ccoc1	1%	-17	22%	1%	-6%	-5%	-1%	4%	10%
CC(Sc1nc2ncc(Cl)cc2[nH]1)C(=O)Nc1ccc(C(N)=O)cc1 (configuration not stated)	.	-6	23%	.	0%	-11%	.	22%	-3%
N/C(=C\C(=O)c1cc(Cl)ccc1O)C(Cl)(Cl)Cl	-6%	-4	?	-4%	0%	50µM*	13%	-4%	-15%
CCOC(=O)N1CCN(CC(O)COc2ccc(C(C)C)c(C)c2)CC1 (configuration not stated)	-3%	0	-30%	-6%	-1%	-15%	-17%	10%	-3%
Nc1nnc(SCCOc2ccccc2)s1	-1%	-3	7%	?	-2%	-1%	-1%	-4%	-2%
CCN(CCCCN1C(=O)c2ccccc2C1=O)c1ccc2c(c1)C(=O)N(C)C2=O	-24%	6	16µM*	-12%	?	50µM*	-20%	?	-4%
CCc1c(C)c(C#N)c2nc3ccccc3n2c1NCc1ccccn1	-12%	-2	36%[activator]	-7%	-3%	-9%	21%	0%	1%
CCOC(=O)C1CCCN(C(=O)c2sc3nc4n(c(=O)c3c2C)CCC4)C1 (configuration not stated)	.	-2	-9%	.	-13%	-11%	.	21%	-2%
N#C/C(=N\O)c1nc2ccccc2[nH]1	-14%	1	45%[activator]	1%	-10%	-5%	-23%	-1%	-1%
COc1ccc(OC)c(Nc2nc3ccccc3n3c(C)nnc23)c1	-5%	-3	30%	5%	9%	-1%	23%	.	0%
COc1ccc(CN(CCC(c2ccc3c(c2)OCO3)c2ccccc2OC)C(C)=O)cc1 (configuration not stated)	-11%	-7	4%	67%[activator]	-20%	-19%	2%	.	-5%
COc1ccc(-n2c(SCC(=O)c3ccccc3)nc3c([nH]c4ccccc43)c2=O)cc1	0%	-1	-11%	-5%	-3%[60.1 µM]	0%	15%	.	-2%
COc1ccc(NC(=O)c2ccc(CN(c3cc(Cl)ccc3C)S(=O)(=O)c3ccccc3)cc2)cc1OC	-3%	1	34%[activator]	-11%	?	-10%	1%	2%	-4%
O=C(NC(=S)Nc1ccc(S(=O)(=O)NC2CCCCC2)cc1)c1cccs1	-10%	-4	191%[activator]	-7%	-16%	-21%	0%[57.1 µM]	10%	-5%
C/C(Cn1nnc2ccccc21)=N\OC(=O)c1ccccc1C	-1%	0	-4%	7%	0%	-16%	42%	1%	-2%
COc1ccc(-c2ocnc2C(=O)Nc2ccc(N3CCOCC3)cc2N2CCOCC2)cc1OC	-10%	-3	103%[activator]	-10%	-19%	-16%	-6%	-19%	3%
Cc1ccc2c(c1)[C@H]1[C@H](CO2)[C@H](c2ccccc2)[C@]2(C)C(=O)Nc3ccc(Br)cc3C(=O)N12	.	-4	14%	.	-3%	-10%	.	-10%	-4%
Cc1ccc(S(=O)(=O)N2CCCCC2)cc1NC(=O)COC(=O)c1cccn1C	.	-2	98%[activator]	.	-21%	-8%	.	27%	-2%
CS(=O)(=O)N(CC(=O)N1CCN(c2ccccc2F)CC1)c1cc(C(F)(F)F)ccc1Cl	-10%	-8	16%	-15%	-12%	-12%	-9%	-6%	-2%
O=C(/C=C/c1ccc(S(=O)(=O)N2CCOCC2)cc1)NC(CO)C(O)c1ccc([N+](=O)[O-])cc1 (configuration not stated)	.	-11	72%[activator]	.	4%	8%	.	-11%	-4%
Cc1cc(C)cc(Oc2coc3cc(OC(=O)c4cccnc4)ccc3c2=O)c1	-3%	-1	34%[activator]	-7%	-4%	-15%	-8%	-4%	0%
CC1(CC(=O)O)SC(=O)NC1=O (configuration not stated)	1%	-2	10%	-10%	-24%	-6%	19%	3%	-2%
COc1ccc(-n2cc(-c3ccccc3)nc2SC)cc1	2%	3	14%	1%	9%	-16%	-15%	-4%	4%
COc1ccc(N(CC(=O)Nc2ccccc2C)S(=O)(=O)c2c(C)[nH]c(=O)[nH]c2=O)cc1	-2%	-4	44%[activator]	4%	-15%	-14%	5%	0%	-4%
COc1ccc(NS(=O)(=O)c2cccc(N/C(=N\S(=O)(=O)c3ccccc3)c3ccc(F)cc3)c2)cc1	-7%	-6	-20%	-4%	-16%	-22%	40%	-1%	-3%

Retrieved by structure from the entries so far:
SMILES	BLM helicase inh	LDHA block	POLI inh	Anesthetic bind	POLK inh	POLH inh	Pol beta inh	APEX1 inh	GRP78 ERSR act
N/C(=C\C(=O)c1cc(Cl)ccc1O)C(Cl)(Cl)Cl	-6%	-4	?	-4%	0%	50µM*	13%	-4%	-15%
COc1ccc(-c2ocnc2C(=O)Nc2ccc(N3CCOCC3)cc2N2CCOCC2)cc1OC	-10%	-3	103%[activator]	-10%	-19%	-16%	-6%	-19%	3%
COc1ccc(NS(=O)(=O)c2cccc(N/C(=N\S(=O)(=O)c3ccccc3)c3ccc(F)cc3)c2)cc1	-7%	-6	-20%	-4%	-16%	-22%	40%	-1%	-3%
CC1(CC(=O)O)SC(=O)NC1=O (configuration not stated)	1%	-2	10%	-10%	-24%	-6%	19%	3%	-2%
O=C(/C=C/c1ccc(S(=O)(=O)N2CCOCC2)cc1)NC(CO)C(O)c1ccc([N+](=O)[O-])cc1 (configuration not stated)	.	-11	72%[activator]	.	4%	8%	.	-11%	-4%

The main list resumes, repeating the 2 entries before the break.
SMILES	BLM helicase inh	LDHA block	POLI inh	Anesthetic bind	POLK inh	POLH inh	Pol beta inh	APEX1 inh	GRP78 ERSR act
COc1ccc(N(CC(=O)Nc2ccccc2C)S(=O)(=O)c2c(C)[nH]c(=O)[nH]c2=O)cc1	-2%	-4	44%[activator]	4%	-15%	-14%	5%	0%	-4%
COc1ccc(NS(=O)(=O)c2cccc(N/C(=N\S(=O)(=O)c3ccccc3)c3ccc(F)cc3)c2)cc1	-7%	-6	-20%	-4%	-16%	-22%	40%	-1%	-3%
Cc1ccc(Cl)cc1NC(=O)c1cc(NC(=O)C2CCCCC2C(=O)O)ccc1N1CCOCC1 (configuration not stated)	-3%	0	9%	-11%	7%	-9%	30%	26%	-7%
COCCNC(=S)N/N=C(\C)c1ccc(C)c([N+](=O)[O-])c1	2%	-5	-18%	1%	-15%	-11%	-19%	0%	0%
Cc1ccc2c(c1)-c1cc(C)nn1C(c1sccc1C)N2 (configuration not stated)	-3%	3	-2%	63%[activator]	-20%	-4%	6%	-1%	2%
CCOC(=O)c1ccc(N2C(=O)c3n[nH]c(C)c3C2c2ccc(C(C)(C)C)cc2)cc1 (configuration not stated)	-2%	-5	5%	-3%	6%	-2%	25%	.	-3%
CCCC(=O)N1CCN(C2=NS(=O)(=O)c3ccccc32)CC1	-4%	-11	-2%	-9%	-11%	-12%	40%	14%	-4%
O=C(N/N=C/c1cc2c(cc1Br)OCO2)c1ccccn1	-1%	-3	118%[activator]	8%	-6%	0%	-1%	1%	0%
COc1ccc(N2CC3=C(C2=O)C(c2ccc(Br)cc2)NC(=O)N3C)cc1 (configuration not stated)	-3%	-2	15%	8%	-15%	-21%	0%	.	-2%
Clc1ccc2oc(-c3ccccc3)cc(=NCCCN3CCOCC3)c2c1	-3%	4	62%[activator]	-19%	2%	-20%	-16%	8%	3%
CC(=O)OCC1OC(C#CCCc2ccccc2)C=CC1OC(C)=O (configuration not stated)	-2%[12.4 µM]	.	.	-5%[15.3 µM]	.	.	.	9%[12.4 µM]	-1%
COc1ccccc1CNC(=O)c1ccc(Cl)c(NC2=NC3CS(=O)(=O)CC3S2)c1 (configuration not stated)	2%	-5	-12%	-18%	-1%	-9%	-11%	58%[activator]	-3%
COc1ccc(C2=NN(C(=O)CSc3nc(=O)n4cc(C)ccc4n3)C(c3ccc(C)cc3)C2)cc1 (configuration not stated)	.	-10	15%	.	-2%	-4%	.	14%	-2%
Cc1cccc(-c2nnc(SCc3ccc(C#N)cc3)n2Cc2ccco2)c1	-4%	-4	10%	?	-16%	-10%	3%	-1%	-1%
Cc1ccc(Cl)cc1NC(=O)NCc1cccn1Cc1ccc(F)cc1	-3%	-9	-2%	-2%	-15%	-2%	-5%	.	-2%
CC(C)(C)c1ccc(C(=O)N(Cc2ccc(F)cc2)Cc2ccco2)cc1	-7%	4	25%	93%[activator]	-3%	-19%	3%	.	-5%
CCc1sc(C(=O)Nc2nc(-c3ccccn3)cs2)cc1C	.	6	64%[activator]	.	-12%	-1%	.	13%	-1%
COC(=O)c1cc(NC(=S)NC(=O)c2ccccc2)ccc1N1CCOCC1	-8%	-7	-1%	-14%	-3%	5%	9%	6%	-2%
CCC(=O)c1cn(CC(=O)Nc2ccccc2F)c2ccccc12	-6%	-7	93%[activator]	-12%	-11%	0%	-3%	5%	-3%
COC(=O)C1=C(C)NC(=O)CC1c1cccc(Cl)c1Cl (configuration not stated)	-2%	-1&-7	29%	-12%	-9%	-19%	-20%	-3%	-3%
COc1cccc(CN2CCN(CCCc3ccccc3)C(CCO)C2)c1OC (configuration not stated)	2%	-3	31%[activator]	-6%	0%	-3%	25%	0%	-4%

Screening results (PubChem BioAssay)

Some of the compounds tested, so the mix of outcomes need not match the whole.
